High-throughput results: PubChem, National Center for Advancing Translational Sciences (NCATS)
ALOX15 inhib: 15-hLO (ALOX15) enzyme inhibition; purified 15hLO-1, xylenol orange hydroperoxide absorbance; Potency, µM (top dose mostly 57.1 µM), without a hit: top-dose activity change, negative = inhibition, usual class: inhibitors; 74,000 compounds, 1.4% hits; AID 887; further: potency means the concentration at half of the fitted maximal effect; on the % scale 0 is the no-effect control and ±100 the full control effect; nearly all actives have a fitted effect of over 55% in size
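Compounds were preincubated 15 min at room temperature with 40 nM purified human enzyme (25 mM Hepes pH 7.5, 0.01% Triton X-100); 50 uM arachidonic acid reacted 6 min. Fe-xylenol orange detection, 30 min, absorbance ratio 573/405 nm.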
ERK AVP block: vasopressin-driven ERK pathway inhibition. Potency, µM (doses to about 57.5 µM), inactives show at the top dose activity, negative = inhibition, actives largely listed as inhibitors. 72,000 compounds, 0.99% hits. HEK293-V1b, vasopressin-stimulated pERK AlphaScreen. AID 995; further: potency means the concentration at half of the fitted maximal effect; on the % scale 0 is the no-effect control and ±100 the full control effect; nearly all actives have a fitted effect of over 55% in size
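HEK293 cells stably expressing V1b receptor, seeded overnight in 1% FBS, were treated with compounds for 30 min at 37C, then stimulated 5 min with 25 nM vasopressin; phospho-ERK read by AlphaScreen SureFire after lysis.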
Pol III holo inh: DNA polymerase III holoenzyme inhibition; reconstituted DNA polymerase III holoenzyme replication, biochemical; Potency, µM (highest dose often 57.1 µM), without a hit: top-dose activity change, negative = inhibition; 71,000 compounds, 0.25% hits; AID 603; further: potency means the concentration at half of the fitted maximal effect; on the % scale 0 is the no-effect control and ±100 the full control effect
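Reconstituted *E. coli* holoenzyme (0.35 nM Pol III, 1 nM beta, 154 nM SSB, 2 nM primase) was preincubated with compound for 15 min at RT. Synthesis on 1.4 nM ssM13Gori ran 35 min, then was stopped with PicoGreen/EDTA and read as dsDNA fluorescence.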
CRE-bla Fsk: CRE-bla signaling modulation under forskolin stimulation; Potency, µM (series often up to 38.2 µM), without a hit: at the top dose activity change, negative = inhibition, most hits filed as activators; CHO CRE-bla reporter (cAMP response element driving beta-lactamase), forskolin EC10, beta-lactamase ratio; 71,000 compounds, 2.5% hits; active means well fitted activation curve with a large enough effect in the signal ratio, with a control signal flat, not every such curve was filed as active; inconclusive means small, poorly fitted or top-dose-only effect, or effect the other way, or a change in a side signal; the % refers to the signal ratio; further: potency means the concentration at half of the fitted maximal effect; % of control where 0% means no effect
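Modulation of forskolin-driven signalling is measured in CHO cells carrying a CRE-controlled beta-lactamase reporter. Cells are stimulated with EC10 NKH 477 in the presence of titrated compound for 3 h at 37 °C, then loaded with CCF4 for 2 h at room temperature.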
Luciferase inh: blocks Photinus pyralis firefly luciferase activity; AID 411; 72,000 compounds, 2.2% hits; P08659; purified firefly luciferase, luminescence, 8 min; Potency, µM (doses to about 57.1 µM), inactives show at the highest dose activity change, negative = inhibition, most hits filed as inhibitors; further: potency means the concentration at half of the fitted maximal effect; on the % scale 0 is the no-effect control and ±100 the full control effect; nearly all actives have a fitted effect of over 40% in size
Target sequence (P08659 whole entry, looked up): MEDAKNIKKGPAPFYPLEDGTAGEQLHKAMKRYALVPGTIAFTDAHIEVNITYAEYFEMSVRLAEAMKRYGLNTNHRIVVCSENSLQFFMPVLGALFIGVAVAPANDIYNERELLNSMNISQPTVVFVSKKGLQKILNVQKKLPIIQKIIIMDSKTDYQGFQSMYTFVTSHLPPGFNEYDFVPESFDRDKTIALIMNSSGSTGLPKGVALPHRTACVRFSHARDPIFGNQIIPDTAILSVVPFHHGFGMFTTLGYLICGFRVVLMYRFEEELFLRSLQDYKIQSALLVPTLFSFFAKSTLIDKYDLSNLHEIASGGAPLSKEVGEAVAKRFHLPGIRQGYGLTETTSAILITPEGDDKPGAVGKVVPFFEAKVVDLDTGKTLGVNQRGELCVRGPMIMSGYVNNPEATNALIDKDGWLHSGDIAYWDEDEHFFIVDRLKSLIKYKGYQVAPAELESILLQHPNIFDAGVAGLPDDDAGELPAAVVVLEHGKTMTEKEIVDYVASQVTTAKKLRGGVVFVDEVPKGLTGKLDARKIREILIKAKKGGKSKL
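Substrate buffer containing 10 uM ATP (pH 7.2 imidazole, Mg2+, KCl, detergent, BSA) is dispensed, compound pinned in, then luciferase/luciferin detector mix added. After 8 min at ambient temperature, light output is measured.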
Tau filament bind: binders of human tau filaments; P10636; recombinant tau filaments, thioflavin S fluorescence, 15 h; filaments grown with octadecylsulfate alongside compound; Potency, µM (series often up to 57.1 µM), inactives show at the top dose activity change, negative = inhibition; 71,000 compounds, 2% hits; AID 596;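 further: potency means the concentration at half of the fitted maximal effect; on the % scale 0 is the no-effect control and ±100 the full control effect; actives lower thioflavin S fluorescence by blocking filaments or displacing dye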
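Read-out: ThS fluorescence, 450 nm excitation/510 nm emission; lower signal marks blocked filament formation or displaced dye. Tau at 1 uM with 30 uM ODS, 10 uM ThS, 5 mM DTT, 100 mM NaCl, 10 mM HEPES pH 7.4; 15 h, 37 C.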
HBB splice mod: hemoglobin beta splicing modulation | HBB splicing reporter cell assay, activation; EGFP reporter with mutant IVS2-654 intron; response scale: normalised to 500 nM splice-correcting PNA | Potency, µM (highest dose often 46.1 µM), without a hit: at the highest dose activation, most hits filed as activators | 65,000 compounds, 0.06% hits; further: potency means the concentration at half of the fitted maximal effect; 0% is about no effect
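Compounds were applied for 2 days to HeLa EGFP-654 cells, 500/well in Optimem with 2% FCS. The reporter's EGFP is disrupted by mis-splicing of beta-globin intron IVS2-654. Readout: summed well GFP fluorescence from 488 nm laser scanning; reference was 500 nM antisense […] 654 PNA.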
Epigenetic mod: derepresses silenced GFP locus in mouse C127i cells | 68,000 compounds, 0.09% hits | Potency, µM (series often up to 46.1 µM), inactives show at the top dose GFP derepression (activation) | mouse C127i GFP locus derepression, cytometry, 30 h; further: % of control where 0% means no effect
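Read-out is the number of GFP-positive cells, scored as fluorescent objects 20 to 120 um wide, reflecting derepression of a silenced CMV-GFP reporter in murine C127i cells after 30 h compound exposure at 37 C.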
Hsp90 Hop PPI: changes Hsp90-Hop TPR2A binding signal, up or down | Potency, µM (highest dose often 57 µM), for inactives: at the top dose activity change, negative = inhibition | AlphaScreen TPR2A-His6 binding biotin-Hsp90 C-terminal peptide | 71,000 compounds, 0.44% hits | AID 595; active means well fitted curve in either direction with a large enough effect; inconclusive means small, poorly fitted or top-dose-only effect, or another doubt; further: potency means the concentration at half of the fitted maximal effect; on the % scale 0 is the no-effect control and ±100 the full control effect; many of its hits are not listed in these tables
HADH2 inhib: inhibitors of human HADH2 dehydrogenase. Q99714. recombinant HADH2, NADH fluorescence, beta-hydroxybutyryl-CoA. Potency, µM (titrated, usually from 57.1 µM), without a hit: at the top dose activity change, negative = inhibition, actives largely listed as inhibitors. 73,000 compounds, 3.4% hits. AID 886; further: potency means the concentration at half of the fitted maximal effect; on the % scale 0 is the no-effect control and ±100 the full control effect; nearly all actives have a fitted effect of over 60% in size; many of its hits are not listed in these tables
Target sequence (Q99714 whole entry, looked up, one chain of several): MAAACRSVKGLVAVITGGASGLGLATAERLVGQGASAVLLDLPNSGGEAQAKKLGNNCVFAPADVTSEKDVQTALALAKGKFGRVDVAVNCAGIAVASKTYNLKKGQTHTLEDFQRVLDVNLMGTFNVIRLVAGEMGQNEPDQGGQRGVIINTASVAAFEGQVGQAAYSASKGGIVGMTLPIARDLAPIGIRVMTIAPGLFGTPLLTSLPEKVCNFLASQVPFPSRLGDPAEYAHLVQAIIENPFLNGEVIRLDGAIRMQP
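Activity measured as NADH fluorescence gain (360/450 nm), taken as the change between first and last reads of a 4-min kinetic run. Conditions: pH 9.0 Tris buffer, 20 nM E. coli-expressed His-tagged enzyme, 1 mM NAD+, 90 uM beta-hydroxybutyryl-CoA; 15-min compound preincubation.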
Ub-GFP proteasome: inhibits proteasome, raising ubiquitin-GFP reporter fluorescence; AID 526; Potency, µM (titrated, usually from 45.9 µM), without a hit: at the top dose activation (GFP accumulation), usual class: activators; 67,000 tested, under 10 active; Ubiquitin-GFP reporter cells, proteasome inhibition, GFP fluorescence; response scale: untreated = 0%, 10 µM MG-132 = 100%; active means well fitted activation curve with a large enough effect, not every such curve was filed as active; inconclusive means small, poorly fitted or top-dose-only effect, or another doubt; inactive means no such curve, though single readings can be large or run the other way; further: potency means the concentration at half of the fitted maximal effect
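U2OS cells expressing ubiquitin(G76V)-GFP, seeded overnight in 0.5% FBS medium, then treated 4 hr at 37 C across 46 uM to 2.9 nM. GFP-positive cells counted by laser cytometry (488 ex/515 em); %activity scaled between basal and 10 uM MG-132.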
* = called active by the depositor; ? = inconclusive; nt = no result given; [ ] = dose if it differs, or a comment. Unless noted, the call rests on the fitted dose curve; in most records, active means well fitted curve in the direction sought with a large enough effect; inconclusive means small, poorly fitted or top-dose-only effect, or another doubt; inactive means no such curve, though single readings can be large; an effect the other way counts as inactive or inconclusive. These rows are one share of the data. The share of hits here may be higher or lower than overall.

SMILES | ALOX15 inhib | ERK AVP block | Pol III holo inh | CRE-bla Fsk | Luciferase inh | Tau filament bind | HBB splice mod | Epigenetic mod | Hsp90 Hop PPI | HADH2 inhib | Ub-GFP proteasome
Cc1ccc2c(c1)CC1(CN2C)C(=O)NC(=O)N(C(C)C)C1=O (stereo not given) | -18% | -10% | -4% | 3% | 1% | -12% | -2.2%[57.5 µM] | -2% | -1% | 25% | 4%
O=c1cccc2n1C[C@H]1C[C@@H]2CN(CCO)C1 | nt | nt | 0% | 0% | 1%[11.4 µM] | 13% | nt | -5%[9.22 µM] | 6% | -6% | -3%
Cn1c(=O)n(CC(=O)N2CCC3(CC2)OCCO3)c(=O)c2ccccc21 | -3% | -9% | -2% | 0% | 3% | 7% | -1.1% | -2% | -3% | 40µM* | -2%
C[C@H]1C(=O)O[C@@H]2CCN3CC=C(COC(=O)[C@@](C)(O)[C@@]1(C)O)[C@H]23 | 4%[25.6 µM] | -13%[25.7 µM] | -5%[25.6 µM] | 1%[17.1 µM] | 1%[25.5 µM] | -13%[25.6 µM] | 0.3%[20.6 µM] | 10%[20.6 µM] | 1%[26 µM] | -6%[25.6 µM] | 2%[20.5 µM]
Oc1ccc2c3c1O[C@@H]1[C@@H](O)CC[C@]4(O)[C@H](C2)N(CC2CCC2)CC[C@@]314 | 12% | 25% | -7% | -7% | 2% | -9% | 0.6% | -1% | -6% | -10% | nt
CCOc1ccc(N)cc1 | -12% | 10% | -3% | -5% | nt | -16% | -0.6% | nt | -2% | 1% | nt
COc1ccccc1N1CCN(C(CNC(=O)Oc2ccccc2)c2cccnc2)CC1 (stereo not given) | 13% | 15% | -2% | -9% | 0% | -2% | 1.3% | -3% | -4% | -14% | -12%
NCCCN1CCN(c2ccccc2)CC1 | 9%[11.4 µM] | -8%[11.5 µM] | 7%[11.4 µM] | -15%[7.6 µM] | -1%[11.4 µM] | 1%[11.4 µM] | 3.3%[9.22 µM] | 4%[9.22 µM] | -4%[11 µM] | 18%[11.4 µM] | -10%[9.17 µM]
CSSC | 2% | 14% | -4% | 0% | nt | -3% | 1.5% | nt | 0% | -2% | nt
O=C(Oc1ccc2ccccc2c1Cl)N1CCCC1 | -4% | 9% | 0% | ? | 16µM* | 11% | -0.3% | -2% | 14% | 6% | 1%
N[C@@H](Cc1cc(Br)c(O)c(Br)c1)C(=O)O | 0%[11.4 µM] | 10%[11.5 µM] | -3%[11.4 µM] | -5%[7.6 µM] | 3%[11.4 µM] | -5%[11.4 µM] | 1.3%[9.22 µM] | -1%[9.22 µM] | -1%[11 µM] | -4%[11.4 µM] | 0%[9.17 µM]
O=c1[nH]c(=O)n(CCc2ccc(F)cc2)c(O)c1C=NCCCn1ccnc1 | 4% | 8% | -3% | -10% | -1% | 10% | -1.4%[0.369 µM] | 2% | -2% | 3% | -1%
N[C@@H](Cc1ccccc1)P(=O)(O)O | 3%[11.4 µM] | -18%[11.5 µM] | -4%[11.4 µM] | -2%[7.6 µM] | 1%[11.4 µM] | -6%[11.4 µM] | 1.7%[9.22 µM] | 0%[9.22 µM] | -3%[11 µM] | -3%[11.4 µM] | -2%[9.17 µM]
Cc1ccc(-n2nc(C)c3c2OC(N)=C(C#N)C3c2cccs2)cc1 (stereo not given) | -9% | -2% | -4% | -14% | -11% | ? | nt | 1% | -10% | ? | 2%
CCCCCOC(=O)c1ccccc1C(=O)OCCCCC | -6% | 30%[activator] | 4% | -8% | nt | -7% | 0.3% | nt | 8% | -9% | nt
Cc1ccnc(-n2c(C)nc3ccccc3c2=O)c1 | 0% | 6% | -6% | -3% | 1% | -5% | -6.9% | -2% | -4% | 1% | 6%
Nc1ccc(Cl)cc1 | -3% | 5% | 4% | -12% | nt | 4% | 0.3% | nt | 5% | -3% | nt
CCOC(=O)C1CCN(/C=C2/C(=O)NC(=O)N(Cc3ccco3)C2=O)CC1 | 25% | -6% | 7.9µM* | 5% | 1% | -10% | -2.0% | 2% | -14% | 16µM* | 0%
C[C@H]1CC[C@@]2(NC1)O[C@@H]1C[C@H]3[C@@H]4CC=C5C[C@@H](O)CC[C@]5(C)[C@@H]4CC[C@]3(C)[C@@H]1[C@@H]2C | 3%[25.6 µM] | -11%[25.7 µM] | -10%[25.6 µM] | -4%[17.1 µM] | -3%[25.5 µM] | 7%[25.6 µM] | 1.6%[20.6 µM] | 0%[20.6 µM] | 1%[26 µM] | -3%[25.6 µM] | 12%[20.5 µM]
CN(C)C(=S)SSC(=S)N(C)C | ? | ? | -6% | ? | nt | 7% | 0.4% | nt | ? | 0.05µM* | nt
Cc1o[nH]c(=O)c1C[C@@H](N)C(=O)O | -10%[25.6 µM] | 23% | -2% | -10% | -1% | ? | nt | -1% | -2% | 5% | 0%
CC[C@H]1CN2CC[C@@H]1C[C@H]2[C@@H](O)c1ccnc2ccc(OC)cc12 | -1%[25.6 µM] | -7%[25.7 µM] | -4%[25.6 µM] | -9%[17.1 µM] | 14%[25.5 µM] | -13%[25.6 µM] | -3.9%[20.6 µM] | 3%[20.6 µM] | -5%[26 µM] | 18%[25.6 µM] | -2%[20.5 µM]
O=C(O)C(Br)Br | -6% | 5% | 7% | 2% | nt | -9% | -1.1% | nt | -4% | 5% | nt
C=C1[C@@H](O)C2C=CC[C@H](C)C(=O)[C@@](C)(O)C=C[C@@H](OC(C)=O)[C@@]23C(=O)N[C@H](Cc2ccccc2)[C@@H]3[C@@H]1C (stereo not given in full) | ? | 7% | 0% | ? | -6% | 5% | nt | 6% | 4% | 3% | 0%
CC(C)CC(C)N (stereo not given) | 3% | ? | -2% | -8% | nt | 1% | -0.1% | nt | -1% | 9% | nt
O=c1ccc2cc(O[C@H]3O[C@@H](CO)[C@@H](O)[C@@H](O)[C@@H]3O)c(O)cc2o1 | 5%[25.6 µM] | -24%[25.7 µM] | 4%[25.6 µM] | ? | 1%[25.5 µM] | 29%[25.6 µM] | 1.7%[20.6 µM] | 3%[20.6 µM] | -2%[26 µM] | 13µM* | 3%[20.5 µM]
O=C1NC(=O)N(Cc2ccccc2Cl)C(=O)/C1=C/N1CCOCC1 | 30%[activator] | -5% | -3% | -16% | 2% | 12% | 3.7% | 0% | -3% | ? | 8%
Cc1cc(S(=O)(=O)NC(C)C)ccc1OCC(=O)N1CCN(Cc2ccc3c(c2)OCO3)CC1 | -1% | -29% | 2% | ? | 1% | -11% | -2.4% | 0% | ? | -3% | 8%
C[C@]12C/C(=C/O)C(=O)C[C@@H]1CC[C@@H]1[C@@H]2CC[C@@]2(C)[C@H]1CC[C@]2(C)O | -13% | 22% | -3% | ? | nt | 77% | -0.8% | nt | -4% | -1% | nt
c1ccc(CN2CCC3(CCNCC3)CC2)cc1 | 26% | 4% | 8% | ? | 0%[11.4 µM] | 11% | 1.0% | 0%[9.22 µM] | -5% | 18% | -2%
Cn1c(C(=O)N2CCC3(CC2)OCCO3)cc2c(=O)n(C)c3ccccc3c21 | 5% | -21% | -18% | ? | 1% | 5% | -0.2%[0.369 µM] | -2% | -2% | 6% | nt
Cc1ccc(CN2C(=O)NC(=O)C3(Cc4c(nc5ccccn5c4=O)N4CCCCCC43)C2=O)cc1 (stereo not given) | -9% | 25% | -1% | 10% | -1% | 7% | -2.5% | 3% | -2% | 1% | -2%
Cc1ccc2nsnc2c1NS(=O)(=O)c1c(C)ccc2nsnc12 | -26% | -13% | -3% | ? | 0% | -29% | -3.5% | 4% | -8% | ? | 1%
O=C(O)Cc1cccnc1C(=O)O | -22%[25.6 µM] | 21% | -2% | ? | 1% | ? | nt | 0% | 7.9µM* | -9% | 1%
Cc1nn(C)c(C)c1P(=S)(c1c(C)nn(C)c1C)N(C)C | 3% | -3% | 1% | -1% | -4% | 3% | -0.2%[57.5 µM] | -1% | -3% | -14% | 0%
O=C(CCCC1=NS(=O)(=O)c2ccccc2N1)N1CCC2(CC1)OCCO2 | 3% | 6% | -1% | -10% | 0% | 3% | -0.6% | 0% | -2% | -10% | -13%
